Bioassay records as filed in PubChem.
DRD3 agonist – D3 dopamine receptor (human) agonism; P35462; D3R DiscoveRx beta-arrestin cells, luminescence, 90 min; max activation, %; 410,000 compounds, 0.58% hits; AID 652048; in the data active means max activation above about 30%; further: 0% is about no effect; mostly tested at two doses, the higher about 12 µM
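Cells at 1500/well, incubated overnight, then treated with pinned compounds (dopamine as control) for 90 min at 37 degrees C. DiscoveRx reagent added for 30 - 60 minutes at room temperature; luminescence read.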
Akt phos inh – inhibitors of Akt phosphorylation | Neuro2A IGF-stimulated pAkt S473 HTRF, 20 min; active compounds read low | activity change, % for hits at 50 µM | 360,000 compounds, 0.32% hits | AID 651550; in the data active means activity change below about -80%; inconclusive means mostly about -51% to -80%; further: on the % scale 0 is the no-effect control and ±100 the full control effect
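Neuro2A cells (4,500/well, DMEM with 0.5% FBS) were treated with compound at a single 50 µM final concentration, stimulated with 6 nM IGF for 20 min at 37 °C, and lysed. Phospho-Akt Ser473 was read by HTRF as 665/615 ratio ×10^4.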
PTHR1 ag – activates the human parathyroid hormone receptor PTHR1; Q03431; HEK293 GP2 PTHR1 cells, GloSensor cAMP luminescence, 1 h; Potency, µM (top dose mostly 115 µM), for inactives: at the highest dose activation, actives largely listed as activators; 410,000 compounds, 0.075% hits; further: potency means the concentration at half of the fitted maximal effect; nearly all actives have a fitted effect of over 55% in size; some results filed as inactive show a strong effect at the top dose; inactives centre near -15; many of its hits are not listed in these tables
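HEK-293-derived GP2 cells expressing PTHR1 and a GloSensor cAMP reporter, 3,000/well, plated overnight, given luciferin plus IBMX (each 0.5 mM as added) for 1 h at 37 °C, then compound for 1 h at 37 °C. Luminescence was read after 15 min at room temperature.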
DRD3 antagonist – D3 dopamine receptor (human) antagonism; P35462; D3R cells, DiscoveRx beta-arrestin luminescence, antagonist mode; active compounds read low; max response, negative = inhibition, %; 360,000 compounds, 2.5% hits; AID 652054; in the data active means max response below about -50%; inconclusive means no clear call, values can overlap the other calls; further: on the % scale 0 is the no-effect control and ±100 the full control effect; mostly tested at two doses, the higher about 12 µM
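Cells expressing the human receptor were seeded at 1500 cells/well, incubated overnight at 37 degrees C in 5% CO2, then exposed to library compounds with dopamine controls for 90 minutes at 37 degrees C before luminescent detection.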
EPAC2 ag – agonists of human EPAC2 (RAPGEF4). 360,000 compounds, 0.079% hits. Potency, µM (highest dose often 154 µM), without a hit: at the top dose activation, hits mostly activators. Q8WZA2. EPAC2 activation, biochemical qHTS; response scale: 100% = 6.5 mM cAMP response; further: potency means the concentration at half of the fitted maximal effect; nearly all actives have a fitted effect of over 50% in size
Target sequence (Q8WZA2 whole entry, looked up): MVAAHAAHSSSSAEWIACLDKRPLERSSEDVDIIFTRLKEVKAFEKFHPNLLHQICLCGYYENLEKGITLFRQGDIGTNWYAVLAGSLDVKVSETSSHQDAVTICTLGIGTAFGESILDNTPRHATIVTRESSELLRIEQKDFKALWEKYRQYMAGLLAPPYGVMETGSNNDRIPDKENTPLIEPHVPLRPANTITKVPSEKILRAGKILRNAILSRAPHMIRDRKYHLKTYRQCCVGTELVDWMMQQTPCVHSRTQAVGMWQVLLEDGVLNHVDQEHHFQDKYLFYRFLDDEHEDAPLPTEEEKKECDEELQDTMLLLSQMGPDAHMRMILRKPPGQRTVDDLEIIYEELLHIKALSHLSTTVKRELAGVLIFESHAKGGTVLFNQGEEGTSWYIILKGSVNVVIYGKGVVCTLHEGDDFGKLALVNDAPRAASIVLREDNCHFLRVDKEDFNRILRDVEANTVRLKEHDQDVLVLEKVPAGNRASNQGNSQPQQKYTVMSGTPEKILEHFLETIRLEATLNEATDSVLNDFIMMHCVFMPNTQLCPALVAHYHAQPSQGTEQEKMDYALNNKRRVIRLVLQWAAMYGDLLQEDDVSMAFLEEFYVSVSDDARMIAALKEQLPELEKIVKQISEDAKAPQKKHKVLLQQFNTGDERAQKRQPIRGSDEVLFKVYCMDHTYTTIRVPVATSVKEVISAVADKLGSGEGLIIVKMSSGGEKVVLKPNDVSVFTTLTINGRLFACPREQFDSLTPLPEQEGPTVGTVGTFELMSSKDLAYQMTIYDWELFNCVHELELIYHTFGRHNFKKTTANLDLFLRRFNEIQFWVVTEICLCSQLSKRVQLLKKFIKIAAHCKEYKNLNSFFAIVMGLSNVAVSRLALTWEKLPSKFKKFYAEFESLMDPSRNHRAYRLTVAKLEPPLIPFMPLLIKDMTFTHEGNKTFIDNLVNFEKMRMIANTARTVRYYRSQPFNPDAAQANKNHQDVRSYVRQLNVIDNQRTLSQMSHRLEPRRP
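Nucleotide exchange monitored as fluorescence drop when BODIPY-GDP leaves Rap1B. Reaction: 100 nM EPAC2, 250 nM RAP1B-BODIPY-GDP, 50 uM GDP, room temperature, kinetic read over 30 min. Activity expressed relative to 6.5 mM cAMP.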
EPAC2 antag – EPAC2 (human) antagonism | Q8WZA2 | EPAC2 GEF exchange of Rap1B-BODIPY-GDP, fluorescence | Potency, µM (doses to about 114 µM), without a hit: at the top dose activity, negative = inhibition, most hits filed as inhibitors | 360,000 compounds, 0.18% hits | AID 720708; further: potency means the concentration at half of the fitted maximal effect; on the % scale 0 is the no-effect control and ±100 the full control effect; nearly all actives have a fitted effect of over 45% in size; many of its hits are not listed in these tables
CCT modulator – modulators of cytosolic chaperonin (CCT/TRiC) activity; purified chaperonin ATPase assay, HTRF ADP detection, 30 min; 360,000 compounds, 0.3% hits; activity change, % (concentration not given with the values), hits read low; in the data active means activity change below about -30%; further: on the % scale 0 is the no-effect control and ±100 the full control effect
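Enzyme 40 or 20 nM (batch-dependent) in Tris pH 7.4/KCl/MgCl2/DTT; cpd 76 uM single point; ATP 10 uM; 30 min 37 °C; Transcreener ADP HTRF detection, 30 min RT; ratio 665/615.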
Mm-Cpn inhibitor – blocks the Methanococcus maripaludis chaperonin Mm-Cpn | purified Mm-Cpn ATPase, ADP Transcreener TR-FRET | Potency, µM (titrated, usually from 76.9 µM), inactives show at the highest dose activity, negative = inhibition, most hits filed as inhibitors | AID 504842 | 330,000 compounds, 0.031% hits; further: potency means the concentration at half of the fitted maximal effect; on the % scale 0 is the no-effect control and ±100 the full control effect; nearly all actives have a fitted effect of over 80% in size
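Purified archaeal Mm-CPN (25nM final) preincubated 10 min at 37degC with compound, then 10uM ATP for 30 min at 37degC; ADP measured by HTRF Transcreener TR-FRET; buffer 30 mM TRIS pH 7.4, 100mM KCl, 5mM MgCl2, 1mM DTT.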
* marks the source's active call; other numbers are inactive results; i = inactive; u = inconclusive; x = no result given; & = joins results of further samples; [ ] = another dose, or the depositor's remark. Unless noted, the call rests on the fitted dose curve; in most records, active means well fitted curve in the direction sought with a large enough effect; inconclusive means small, poorly fitted or top-dose-only effect, or another doubt; inactive means no such curve, though single readings can be large; an effect the other way counts as inactive or inconclusive. The list is partial; the hit share may differ from the screen's.

SMILES | DRD3 agonist | Akt phos inh | PTHR1 ag | DRD3 antagonist | EPAC2 ag | EPAC2 antag | CCT modulator | Mm-Cpn inhibitor
COc1ccccc1CCC(=O)OCC(=O)N1c2ccccc2NC(=O)C1(C)C | -4 | i | i | -19 | 19% | 3% | 1.3 | 0%
Cc1c(C)n(C(=O)CN2CCC(C(N)=O)CC2)c2ccccc12 | -1 | i | -15% | -10 | 4% | -2% | 0.5 | x
O=C1O/C(=C/C(=O)N2CCOCC2)c2ccccc21 | -2 | i | -4%[57.5 µM] | 18 | -5% | 0% | 0.9 | -1%
NC(=O)c1nsc(C(=O)N(c2ccc(F)cc2)C(C(=O)NC2CCCC2)c2ccncc2)c1N (stereo not drawn) | -6 | i | i | -4 | -16% | 7% | -2.9 | 2%
CCc1nnc(NC(=O)C(=O)NCCOC(=O)c2ccccc2)s1 | 4 | i | i | -14 | 2% | 6% | -0.5 | 3%
Cc1ccc(S(=O)(=O)N(CCC(=O)NCC(c2ccccc2)N(C)C)c2ccccc2)cc1 (stereo not drawn) | -2 | i | -28% | -9 | 1% | 13% | -12 | x
Cn1c(N)c(C(=O)COC(=O)CCc2nc3ccccc3s2)c(=O)n(C)c1=O | 0 | i | i | 6 | 3% | 14% | -3.2 | 0%
Cc1cc(=O)[nH]c(SCC(N)=O)c1C#N | 2 | i | i | -50* | -6% | 6% | 0.4 | -1%
CCc1ccc(N(CC(=O)NCc2cccnc2)S(=O)(=O)c2ccccc2)cc1 | 1 | i | i | -7 | 0% | 0% | 0.6 | -4%
COc1ccc(OCC(=O)Nc2ccc3c(c2)nc(CCN2CCOCC2)n3C)cc1 | -3 | i | i | u | 8% | -1% | -0.9 | -1%
COc1ccc(N(C(=O)C(C)C)S(=O)(=O)c2cccc([N+](=O)[O-])c2)cc1 | 4 | i | i | 6 | 6% | -1% | 0.4 | -3%
COc1ccc(C)cc1S(=O)(=O)Nc1ccc(F)c(Cl)c1 | 8 | i | i | 1 | 8% | -3% | -5.1 | 4%
O=C(NC1CCN(Cc2ccccc2)CC1)c1ccc(N2CC3CC(C2)c2cccc(=O)n2C3)c([N+](=O)[O-])c1 (stereo not drawn) | -15 | i | i | -13 | 7% | -3% | -6.0 | 1%
Cc1cc(N2CCOCC2)n2ncc(-c3ccccc3)c2n1 | 6 | i | i | -10 | 3% | 1% | 2.3 | 0%
COC(=O)CNC(=O)c1cc(OC)cc(OC)c1 | -1 | i | i | 14 | -1% | 8% | -6.0 | 0%
Cc1cc(C)n(-c2nc3ccccc3s2)n1 | 4 | i | -3% | 22 | -3% | 3% | 1.8 | u
Cc1ccc(S(=O)(=O)Nc2nnc(CC(C)(C)C)s2)cc1 | -1 | i | -16% | -7 | 4% | 7% | 1.1 | 0%
CC(NC(=O)c1ccc([N+](=O)[O-])o1)C1CC2CCC1C2 (stereo not drawn) | 1 | i | i | 1 | 6% | 6% | -2.6 | -4%
Cn1nnnc1NCc1ccc(Cl)cc1 | 0 | i | i | 1 | 9% | -6% | -2.4 | u
Cc1ccc(N2C(=O)CS(=O)(=O)CC2=O)cc1 | -2 | i | -3% | 18 | -5% | -1% | -0.9 | -1%
COc1cccc(-n2c(C)cc(/C=C3\C(=N)N4N=C(CC(=O)N5CCOCC5)SC4=NC3=O)c2C)c1 | -11 | i | -11% | u | -10% | -2% | -2.9 | 1%
O=C(Nc1cccc(OCC(=O)N2CCOCC2)c1)c1ccc(C(F)(F)F)cc1 | -2 | i | -21% | 7 | 3% | 7% | -1.5 | -1%
COc1ccc(CCNC(=O)CSc2nc(-c3ccco3)cc(C(F)(F)F)n2)cc1 | 10 | i | 22%[57.5 µM] | 9 | -10% | -7% | 0.3 | -5%
COc1cccc(C(=O)Nc2cc(=O)n(C)c(=O)n2C)c1 | -9 | i | i | -4 | 15% | 7% | -3.6 | -1%
CC(=O)N1CC(=O)N(c2ccccc2)C1=O | 11 | i | i | 6 | 6% | 4% | -0.9 | -2%
N=c1n(Cc2ccc(Cl)cc2)c2ccccc2n1CC(O)c1ccco1 (stereo not drawn) | 3 | i | -22% | 20 | -7% | -2% | -3.0 | 1%
c1ccc(CCc2nn3c(-c4ccncc4)nnc3s2)cc1 | 10 | i | -3%[57.5 µM] | 13 | 3% | 0% | -2.9 | -4%
Cc1ccc(OC(C)C(=O)Nc2ccccc2C(=O)N2CCOCC2)cc1 (stereo not drawn) | -3 | i | i | -7 | -4% | 4% | -1.3 | 2%
CC1CCCN(C(=O)NC2CC(=O)N(c3ccc4c(c3)OCCO4)C2)C1 (stereo not drawn) | -12 | i | i | -7 | -5% | 11% | 0.4 | -1%
CC1CC(C)CN(S(=O)(=O)c2cccc3nonc23)C1 (stereo not drawn) | -7 | i | -5% | -9 | 5% | -7% | -4.8 | -1%
COC(=O)c1ccc2c(c1)C(=O)/C(=C/c1ccc(C)cc1)O2 | -3 | i | i | 37 | 1% | -5% | -1.7 | -4%
O=C(CSCc1cc(=O)n2ccsc2n1)Nc1ccc(F)cc1 | 2 | i | -20% | 20 | 3% | 1% | -1.8 | 5%
Cn1cc(Br)c(C(=O)NC(=S)N2CCN(c3ccccn3)CC2)n1 | -16 | i | -38% | 0 | 12% | 0% | -1.8 | 1%
Cc1cccc(OCC(=O)Nc2ccccc2F)c1 | 23 | i | -14% | 1 | 3% | 3% | -1.6 | u
CC(C)=CC1C(C(=O)Nc2ccc(Br)cn2)C1(C)C (stereo not drawn) | -2 | i | -27% | 22 | -8% | -4% | 0.4 | 1%
CCn1c(NC(=O)c2ccccc2)nc2ccccc21 | -11 | i | i | 2 | -11% | 1% | 0.2 | 0%
COc1ccc(CSC(=S)NNc2ccccc2)cc1 | -2 | i | i | -26 | 13% | -22% | -0.2 | x
Cn1c(/N=C/c2ccc3c(c2)OCO3)nc2ccccc21 | 0 | i | -8%[57.5 µM] | 23 | 0% | -2% | -1.1 | 0%
Cc1cc(O)c(NC(=O)c2cc([N+](=O)[O-])ccc2Cl)cc1C | 1 | i | -25% | -13 | 6% | -1% | -1.2 | 0%
CCOC(=O)c1ccc(NC(=O)CN2CCN(C(=O)C3CCCO3)CC2)cc1 (stereo not drawn) | 0 | i | 1% | 1 | 2% | 16% | 0.8 | -4%
O=C(NCCc1ccccc1)C1CCN(C2CCN(Cc3ccco3)CC2)CC1 | -6 | i | -21% | 10 | -1% | 18% | -1.6 | -3%[15.4 µM]
CCCC(C)(C)C(=O)N1CCC1(C)C(=O)Nc1ccc2c(c1)OCCO2 (stereo not drawn) | 2 | i | -25% | 6 | -1% | 0% | -1.0 | x
Cc1nc(SCc2ccccc2)nc2c1CCC2 | 0 | i | -20% | 5 | 19% | -4% | -0.6 | 1%
Cc1cc(C)cc(OCC(=O)OCc2nnc(-c3ccccc3)o2)c1 | 1 | i | -17% | 3 | 21% | -13% | 0.3 | -1%
COc1ccc(NC(=O)C2CCCN(S(=O)(=O)c3ccc(-n4cnnn4)cc3)C2)cc1 (stereo not drawn) | 2 | i | i | -5 | 1% | -2% | 1.3 | 1%
Cc1ccc(C)c(NC(=S)NC23CN4CN(CN(C4)C2)C3)c1 | 2 | i | -17% | 12 | 2% | -1% | 1.8 | 2%
Cc1cccc(N(C)S(=O)(=O)c2ccc3c(c2)NC(=O)CC(=O)N3)c1 | -2&6 | i | -3% | -2 | -1% | 0% | -6.7 | -1%
COc1ccc(NC(=S)NCc2ccco2)c(OC)c1 | -4 | i | i | -5 | 12% | -6% | -0.1 | 1%
